Compound activity deposited in PubChem BioAssay by Sanford-Burnham Center for Chemical Genomics.
NLRP3 yeast inh = NALP3 inhibition in yeast | 0.39% of 330,000 active | Yeast reconstituted NLRP3/ASC/caspase-1, beta-gal luminescence, 24 h | inhibition, % at 10 µM;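 active means inhibition of 50% or more; inactive means inhibition below 50%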;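 further: plate controls were induced DMSO wells for no effect and uninduced yeast grown without galactose for full effect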
mIAP activ = mouse IAP activation | activation factor at 10 µM | 0.24% of 330,000 active | muIAP, CDP-Star luminescence, 30 min; active compounds read high; 1 = vehicle-only enzyme signal, 0 = enzyme-free wells | AID 2805;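 active means activation factor of at least 2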; further: the source names both 10 and 20 µM as test concentration; values of inactives mirror those of a sister screen read the other way
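System: Mouse IAP enzyme | Also added: CDP-Star substrate | Dosing: Compounds dispensed in DMSO | Schedule: 30 min enzyme-substrate-compound incubation at room temperature | Technique: Chemiluminescence readout | Control set: DMSO-only wells and no-enzyme negative control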
APOBEC3G inh = APOBEC3G (human) deaminase inhibition; Q9HC16; recombinant A3G, ssDNA deamination FAM/TAMRA fluorescence; inhibition, % at 20 µM; 0.28% of 330,000 active;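 active means inhibition of at least 40% at 20 µM, with no more than 30% in the related APOBEC3A deaminase screen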;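 further: plate controls were DMSO wells with A3G for no effect and wells lacking A3G enzyme for full effect; some compounds called inactive have numbers as strong as hits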
Target sequence (Q9HC16 whole entry, looked up): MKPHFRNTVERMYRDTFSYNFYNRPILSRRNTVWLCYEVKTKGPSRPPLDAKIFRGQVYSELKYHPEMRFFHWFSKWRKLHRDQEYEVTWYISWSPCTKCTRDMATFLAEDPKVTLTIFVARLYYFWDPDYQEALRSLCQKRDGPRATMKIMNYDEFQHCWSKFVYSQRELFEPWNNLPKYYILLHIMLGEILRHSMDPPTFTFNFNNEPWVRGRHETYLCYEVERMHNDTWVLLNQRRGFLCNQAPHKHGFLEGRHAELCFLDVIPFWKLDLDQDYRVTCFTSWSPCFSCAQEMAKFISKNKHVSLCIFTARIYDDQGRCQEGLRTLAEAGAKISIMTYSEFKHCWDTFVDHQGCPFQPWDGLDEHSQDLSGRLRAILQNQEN
hIAP block = blocks human intestinal alkaline phosphatase; inhibition, % at 10 µM; P09923; purified IAP, CDP-Star luminescence, 30 min; 0.12% of 330,000 active;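 active means inhibition reaching a set limit with compound at 10 µM in the primary screen, cut at about 35% in these data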;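 further: plate controls were DMSO wells with enzyme for no effect and no-enzyme buffer wells for full effect; values of inactives mirror those of a sister screen read the other way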
SENP1 FRET inh = inhibitors of human SENP1 SUMO protease catalytic domain; inhibition, % at 10 µM; recombinant SENP1 catalytic domain, CyPet-SUMO1-YPet FRET cleavage; 0.21% of 360,000 active; AID 624204; Q9P0U3;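 active means inhibition at least 30% at 10 µM, raw YFP signal under a set limit, fluorescence ratio 0.5 to 1.5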;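 further: 0% = enzyme with DMSO and 100% = no enzyme wells; some results filed as inactive read as strong as hits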
Target sequence (Q9P0U3 419-644 limits assumed): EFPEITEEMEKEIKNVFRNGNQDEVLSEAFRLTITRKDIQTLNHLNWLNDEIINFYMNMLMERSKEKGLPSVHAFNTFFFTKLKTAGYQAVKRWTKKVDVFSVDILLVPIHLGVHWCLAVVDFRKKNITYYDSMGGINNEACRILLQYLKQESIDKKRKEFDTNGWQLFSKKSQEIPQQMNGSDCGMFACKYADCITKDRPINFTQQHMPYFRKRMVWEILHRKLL
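Controls: no-enzyme wells low, DMSO-plus-enzyme wells high control. Test system: human recombinant His6-tagged SENP1 catalytic domain enzyme. Reagent: SFCypet-SUMO1-SFYpet FRET protein substrate, 25 nM final. Doses: one dose per compound, 10 µM, 0.5% DMSO. Detection: FRET, CFP and YFP emission. Timing: 50 min reaction at room temperature.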
A3A deaminase = inhibitors of human APOBEC3A DNA deaminase; P31941; 0.41% of 330,000 active; recombinant A3A, FAM/TAMRA ssDNA deamination fluorescence; inhibition, % at 20 µM;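 active means at least 40% inhibition at 20 µM here, with at most 30% in a related deaminase screen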;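 further: plate controls were A3A with DMSO for no effect and wells lacking A3A enzyme for full effect; some results filed as inactive read as strong as hits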
Target sequence (P31941 whole entry, looked up): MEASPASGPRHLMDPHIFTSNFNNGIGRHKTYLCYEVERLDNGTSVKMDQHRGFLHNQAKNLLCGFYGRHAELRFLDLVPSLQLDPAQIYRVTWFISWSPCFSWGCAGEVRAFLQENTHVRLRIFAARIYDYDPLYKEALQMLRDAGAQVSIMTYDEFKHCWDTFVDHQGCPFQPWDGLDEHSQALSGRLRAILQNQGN
hIAP activ = human IAP activation; P09923; activation factor at 10 µM; AID 2524; purified human IAP, CDP-Star luminescence, 30 min; active compounds read high; 1 = vehicle-only enzyme, 0 = enzyme-free background; 0.16% of 330,000 active;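 active means activation factor of the enzyme at least 2-fold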; further: the source names both 10 and 20 µM as test concentration; values of inactives mirror those of a sister screen read the other way
MIN6 prolif = MIN6 beta-cell proliferation induction. MIN6 cells proliferation, ATPlite luminescence, 48 h; cells starved in 0.2% serum; 100% = growth in 10% serum. proliferation, % at 10 µM. 0.29% of 330,000 active. AID 2380;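 active means compounds whose signal lies at least 3.5 SD above the mean of all wells on their plate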;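 further: 0% = DMSO-treated cells in low-serum medium and 100% = 10% serum control; some compounds called inactive have numbers as strong as hits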
mIAP block = mouse IAP inhibition. purified mouse IAP, CDP-Star luminescence, 30 min. inhibition, % at 10 µM. 0.2% of 330,000 active. AID 2806;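 active means inhibition of at least 40% at 10 µM in the primary screen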;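 further: plate controls were DMSO with enzyme for no effect and no enzyme wells for full effect; values of inactives mirror those of a sister screen read the other way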
* marks the source's active call; other numbers are inactive results; nt = not tested or not shown. Only part of the results is shown; count on the stated rates, not on these rows.

The line under a structure holds: SENP1 FRET inh	hIAP activ	A3A deaminase	NLRP3 yeast inh	mIAP block	APOBEC3G inh	hIAP block	mIAP activ	MIN6 prolif
CC(=O)Nc1ccc(NC(=O)C2CC(=O)N(C(C)C)C2)cc1 (stereo not given)
  -1	0.63	-4	6	10	-15	37*	0.9	-2
Cc1c(C(=O)C(=O)N2c3ccccc3CC2C)c2ccccc2n1C (stereo not given)
  2	1.1	1	6	4	-15	-6	0.96	0
C[C@H]1COC(=O)[C@@H](Cc2ccc(F)cc2)CC/C=C/C[C@@H](CC(=O)N(CCO)Cc2ccccc2)C(=O)N1
  2	1.1	-1	17	-16	-8	-12	1.2	-3
Cc1cccc(NC(=O)c2ccc3c(c2)OCCO3)c1C
  1	0.97	1	43	-1	-3	2	1	0
CCOC(=O)c1c(C)[nH]c(C)c1S(=O)(=O)Nc1ccc(CN2CCCCC2)cc1
  1	1.1	-6	5	-3	-8	-5	1	-3
c1ccc(Nc2nc(N3CCOCC3)nc(N3CCOCC3)n2)cc1
  1	1	-5	21	11	-10	-3	0.89	1
CCCn1c(N)c(N2CCCCC2)c(=O)n(CC(=O)Nc2ccccc2)c1=O
  -5	1.1	-13	11	5	-4	-11	0.95	-1
CCc1cccc(CC)c1NC(=O)CSc1nc2ccc(N3C(=O)C4C(C3=O)[C@H]3C=C[C@@H]4C3)cc2s1 (stereo not given in full)
  0	0.96	39	2	-4	37	4	1	0
Cn1c(SCC(=O)Nc2nc3ccccc3s2)nnc1-c1ccccc1
  2	1	0	-3	-22	-2	-4	1.2	0
O=C(Nc1ccc(Br)cc1)c1ccc(F)c(S(=O)(=O)N2CCN(c3ccccn3)CC2)c1
  2	1.1	2	11	2	-7	-7	0.98	-3
COc1cccc(CNC(=O)c2cc3c(C)nc4ccccc4c3o2)c1
  1	0.98	3	11	-2	2	2	1	-1
CCCCCNC(=O)Cn1c(=O)c2c(ncn2CC(C)C)n(Cc2ccccc2)c1=O
  0	1	-1	0	2	-8	0	0.98	0
CC(C)=CCc1c(O)c(CC=C(C)C)c2c(c1O)-c1cc(O)c(O)cc1CC2
  nt	1	-3	9	62*	-8	0	0.38	-6
CC(=O)Nc1ccc(S(=O)(=O)NNC2=NS(=O)(=O)c3ccccc32)cc1
  2	0.91	-2	19	11	-1	9	0.89	0
C=CCn1cnc2c(nnn2-c2cc(C)cc(C)c2)c1=O
  0	0.89	-1	-6	2	-8	11	0.98	2
Cn1cc(Cl)c(C(=O)OCC(=O)Nc2ccccc2)n1
  -2	0.97	-4	5	9	-7	3	0.91	2
O=C(Nc1nnc(C2CCCO2)s1)c1ccc(Br)cc1 (stereo not given)
  1	0.77	-2	-10	3	-2	23	0.97	-2
Nc1c2c(nc3ccccc13)N(c1ccccc1)CC2
  -38	1.1	-5	20	7	-4	-14	0.93	2
CC(=O)Oc1ccc(/C=c2\sc3ncnn3c2=O)cc1
  0	1.1	-3	2	-19	-5	-8	1.2	1
CN(CC(=O)Nc1ccc(Cl)c(C(F)(F)F)c1)C(=O)c1cnccn1
  1	1	-3	3	-1	-5	-3	1	2
COc1ccc2cc(OC)c(C(=O)N3CCOCC3)cc2c1
  0	0.93	-5	-4	7	-6	7	0.93	0
Cc1c(O)ccc2c(CN3CCN(C/C=C/c4ccccc4)CC3)cc(=O)oc12
  -36	1	1	14	3	1	-3	0.97	-5
Cc1ccc(NS(=O)(=O)c2ccccc2F)cc1S(=O)(=O)N1CCCCCC1
  -3	1.3	1	19	-4	-3	-29	1	5
CCN(CC)C(=O)c1ccc(N)cc1
  1	0.96	4	12	2	9	4	0.97	-3
CCC1CCc2sc(C(=O)OCC(=O)N(CCOC)c3c(N)n(Cc4ccccc4)c(=O)[nH]c3=O)cc2C1 (stereo not given)
  -8	0.99	0	-6	0	-8	0	1	2
CSc1nc2c(c(=O)n1-c1ccc(C)cc1)SCC2
  0	0.99	5	23	5	0	1	0.95	0
O=C(COc1ccc(F)cc1Br)N1CCN(c2ncccn2)CC1
  0	1	-3	23	0	-6	0	1	0
COc1ccccc1NC(=O)Cn1cnc2sc(C(=O)Nc3ccc(OC)c(OC)c3)c(C)c2c1=O
  -2	1.2	-3	15	6	-2	-19	0.94	-2
CN(C(=O)COc1ccccc1)c1nc(-c2ccc(F)cc2)cs1
  -1	1.1	-2	4	3	1	-5	0.97	1
CCC(=O)Nc1ccc(C(=O)CSc2nc3ccccc3[nH]2)cc1
  -3	1.1	12	9	6	21	-10	0.94	3
CC1CCCC(NC(=O)C2COc3ccccc3O2)C1C (stereo not given)
  2	1.2	0	25	-7	6	-21	1.1	1
Cc1occc1C(=O)N/N=C/c1cccs1
  3	0.9	-1	25	8	-1	10	0.92	-2
Cc1cccc2cc(CN(Cc3nnnn3Cc3ccccc3)C3CCCC3)c(=O)[nH]c12
  -12	1	-6	14	2	-5	-2	0.98	-5
Cc1ccc(N2C(=O)N(CC(=O)Nc3cc(Cl)ccc3C)C(=O)C2C)cc1 (stereo not given)
  2	0.97	-6	-1	7	-3	3	0.93	-3
C=CCSc1nc2c(cc1C#N)CCC2
  -4	0.89	-1	-4	8	-9	11	0.92	0
C=CC[C@@H](Cc1ccc(F)cc1)C(=O)OC[C@H]1CCCN1C(=O)[C@H](CC=C)CC(=O)N(CCO)Cc1ccccc1
  0	0.98	-3	7	-8	-7	2	1.1	-4
O=C(c1ccc([N+](=O)[O-])cc1[N+](=O)[O-])N1CCCC1
  -1	1.1	13	8	-4	-3	-8	1	-2
COc1cc(OC)c(S(=O)(=O)Nc2ccc(C(=O)O)cc2)cc1S(=O)(=O)Nc1ccc(C(=O)O)cc1
  1	0.91	-4	-3	5	-9	9	0.95	-4
CC(C)COCc1ccc(O)c2ncccc12
  0	1.3	-4	-14	2	-5	-33	0.98	-5
CCCOC(=O)c1c(NC(=O)CCCn2nc([N+](=O)[O-])c(Cl)c2C)sc(C(=O)OC)c1C
  0	0.93	2	18	8	-2	7	0.92	-4
CC(=O)Nc1ccc(S(=O)(=O)NCCC(=O)Nc2ccc(C)c(Cl)c2)cc1
  1	0.95	1	8	-17	-2	5	1.2	0
CN(C)S(=O)(=O)c1ccc(Cl)c(C(=O)Nc2ccc(S(=O)(=O)N3CCOCC3)cc2)c1
  8	1.1	0	-28	-4	-8	-13	1	0
Cc1sc2ncnc(SCC(=O)N(C(C)C)C(C)C)c2c1C
  0	1	-1	12	12	-5	-3	0.88	2
CC(=O)N(C)c1ccc(NS(=O)(=O)c2cc(Cl)ccc2Cl)cc1
  -1	1	-1	18	2	-4	-3	0.98	-3
COc1cc(/C=N/NC(=O)c2ccccn2)ccc1OC(=O)c1ccccc1Br
  -1	1.4	-4	14	11	-8	-40	0.89	-3
COc1ccc(OC)c(S(=O)(=O)N2CCN(c3ccc(F)cc3)CC2)c1
  3	0.8	-2	30	0	-5	20	1	3
CCSc1nnc(-c2ccc(OC)cc2)o1
  1	1.1	-1	39	-9	0	-8	1.1	-3
COc1ccccc1NC(=O)CNC(=O)c1ccccc1
  1	0.78	1	6	3	-7	22	0.97	-2
COC(=O)c1ccc(COc2ccc(C=O)cc2OC)o1
  1	0.93	-3	13	14	-4	7	0.86	6
CC(=O)c1ccc(Nc2ccc(-c3ccccc3F)nn2)cc1
  -54	0.92	0	20	-8	-8	8	1.1	-4
O=S(=O)([O-])CCC[N+]1(CC#Cc2ccccc2)CCCCC1
  1	1.1	-3	19	-9	-10	-9	1.1	0
CCn1c(COc2cccc(C)c2)nnc1SCC(=O)Nc1cccc(C(=O)OC)c1
  1	1.1	0	11	-4	-4	-9	1	-5
O=[N+]([O-])c1ccc(/C=C2\CCC(C3=CCCC3)=C2N2CCOCC2)cc1
  16	1.2	-2	-16	5	-2	-18	0.95	0
Cc1ccc(Nc2cnn(C34CC5CC(CC(CC(=O)O)(C5)C3)C4)c(=O)c2Cl)cc1C
  2	0.83	-3	3	0	-7	17	1	-2
O=C(Oc1cccc(OC(=O)N2CCCCC2)c1)N1CCCCC1
  1	1.1	2	23	-2	13	-8	1	0
COc1ccccc1-c1cc(C(F)(F)F)nc(S(=O)(=O)CCCC(=O)NC(C)C)n1
  2	0.84	2	18	4	0	16	0.96	-3
CCCNC(=O)CN(c1ccc(F)cc1)S(=O)(=O)c1ccc2c(c1)OCCO2
  1	1.1	-2	11	7	-8	-11	0.93	3
CCOc1ccccc1N(C)C(=O)c1sc2ncn(CC(=O)N3CCCCC3C)c(=O)c2c1C (stereo not given)
  -1	0.84	-4	1	6	-7	16	0.94	0
CCOC(=O)N1CCN(C(=O)c2ccc3oc(CCCc4ccccc4)nc3c2)CC1
  0	1.1	2	18	-18	-7	-6	1.2	-2
Cc1noc(C)c1CSc1nc2ccccc2c(=O)n1-c1ccc(F)cc1F
  2	0.93	-4	14	10	-8	7	0.91	-1

Further structures follow.
The line under a structure holds: SENP1 FRET inh	hIAP activ	A3A deaminase	NLRP3 yeast inh	mIAP block	APOBEC3G inh	hIAP block	mIAP activ	MIN6 prolif
CC(C(=O)NCC1(c2ccccc2)CCOCC1)N1CCOCC1 (stereo not given)
  0	1.1	-4	7	-28	10	-10	1.3	0
CCOc1ccc(OCC)c2sc(C)nc12
  1	0.98	2	29	3	-1	2	0.97	2
CCc1onc(C)c1C(=O)Nc1cc(C)ccc1OC
  3	0.99	-3	27	5	-7	1	0.95	0
CC(C)CN(C(=O)c1cccc(S(=O)(=O)N2CCN(C)CC2)c1)C1CCS(=O)(=O)C1 (stereo not given)
  2	1	4	14	10	-8	-4	0.9	4
COc1ccc(CN(CC(=O)NCc2ccco2)C(=O)CCC(=O)Nc2nccs2)cc1
  2	1	-4	5	2	-5	-5	0.98	5
COc1ccc(S(=O)(=O)Nc2ccc3oc4ncccc4c(=O)c3c2)cc1OC
  4	1	0	9	-1	2	-1	1	-3
CC1CCCCC1NC(=O)c1ccncc1 (stereo not given)
  2	0.92	0	3	1	-4	8	0.99	1
OCCNc1nc(Nc2ccccc2Oc2ccccc2)nc(N2CCCC2)n1
  1	0.95	-1	18	-11	-11	5	1.1	4
COc1ccc(/C=N/NC(=O)c2ccc(-c3ccccc3)cc2)cc1O
  1	0.94	2	17	6	-4	6	0.94	0
COc1ccc(OC2C(=O)N(Cc3ccc4c(c3)OCO4)C2c2cccs2)cc1 (stereo not given)
  2	0.95	-2	10	-3	-9	5	1	-3
O=S(=O)(c1ccccc1Br)N1CCC(O)(c2cccnc2)CC1
  3	0.99	4	9	-2	1	1	1	-1
CCn1c(SCC(=O)NNC(=S)Nc2ccccc2)nnc1-c1ccc(Cl)cc1
  2	1.8	-7	20	-6	-6	-78	1.1	-1
O=S(=O)(Nc1cccc(-c2cn3c(n2)SCC3)c1)c1cccs1
  -1	0.96	5	11	1	3	4	0.99	-3
Cc1cc(C(=O)NCc2ccc(C(=O)O)o2)c(C)o1
  -2	0.83	47*	-5	-2	16	17	1	-1
